# Bioassay records as filed in PubChem.
# Yeast growth inh: chemicals that inhibit yeast BB579 growth in restrictive medium (lifespan-shortening candidates); S. cerevisiae BB579 growth, OD615, 48 h; inhibition, % at 10 µM; 140,000 compounds, 0.51% hits; AID 804;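 active = inhibition above a set limit, 3 SD over the mean compound inhibition, cut at about 44% in these data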; note: inactives centre near -24
#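 Material: Saccharomyces cerevisiae DeaD strain BB579, replicative lifespan model yeast; buffer or medium: CSMM-D restrictive synthetic medium containing dextrose (glucose); compound: 10 µM single dose, DMSO 0.25%; timing: 48 h compound exposure at 30 °C after 4 h preincubation; signal: turbidity as optical density at 615 nm; benchmarks: positive control amphotericin B 10 µg/mL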
# MRP1 act: activates MRP-1; H69AR cells + doxorubicin, viability rescue, CellTiter-Glo; viability increase, % at 10 µM; 140,000 compounds, 0.61% hits; AID 799;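 active = viability gain under doxorubicin at or above a set limit, the compound median plus 3 SD, cut at about 4.7% in these data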;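 note: MRP-1 overexpressing cells given doxorubicin 25 µM after compound pretreatment; 18-22 h compound pretreatment then 72 h with doxorubicin before readout; 0% = doxorubicin-only wells and 100% = vehicle-treated cells without doxorubicin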
# GALR2 antag: GALR2 (human) receptor antagonism. 140,000 compounds, 0.39% hits. GALR2-expressing cells, antagonist mode. O43603. inhibition, % at 4 µM; in the data active = inhibition above about 27%;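 note: cells stimulated with galanin 1-16 at roughly its EC80; 0% = agonist challenge control and 100% = basal control without agonist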
# Target sequence (O43603 whole entry, looked up): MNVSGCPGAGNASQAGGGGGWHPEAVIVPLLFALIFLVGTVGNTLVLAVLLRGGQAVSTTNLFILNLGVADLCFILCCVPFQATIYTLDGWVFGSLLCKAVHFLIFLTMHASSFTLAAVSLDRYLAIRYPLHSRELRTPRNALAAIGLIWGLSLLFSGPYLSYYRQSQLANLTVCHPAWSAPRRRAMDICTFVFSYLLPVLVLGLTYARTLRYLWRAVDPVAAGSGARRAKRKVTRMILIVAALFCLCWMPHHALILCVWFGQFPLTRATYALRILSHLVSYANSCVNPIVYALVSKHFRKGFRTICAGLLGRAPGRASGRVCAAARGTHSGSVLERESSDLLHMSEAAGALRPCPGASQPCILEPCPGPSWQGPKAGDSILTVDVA
# NPY-Y2 antag: NPY-Y2 (human) receptor antagonism | 140,000 compounds, 0.99% hits | NPY-Y2 expressing cells, antagonist mode | inhibition, % at 2.7 µM | P49146; in the data active = inhibition above about 17%;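 note: 0% = vehicle with agonist challenge and 100% = reference antagonist with challenge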
# Target sequence (P49146 whole entry, looked up): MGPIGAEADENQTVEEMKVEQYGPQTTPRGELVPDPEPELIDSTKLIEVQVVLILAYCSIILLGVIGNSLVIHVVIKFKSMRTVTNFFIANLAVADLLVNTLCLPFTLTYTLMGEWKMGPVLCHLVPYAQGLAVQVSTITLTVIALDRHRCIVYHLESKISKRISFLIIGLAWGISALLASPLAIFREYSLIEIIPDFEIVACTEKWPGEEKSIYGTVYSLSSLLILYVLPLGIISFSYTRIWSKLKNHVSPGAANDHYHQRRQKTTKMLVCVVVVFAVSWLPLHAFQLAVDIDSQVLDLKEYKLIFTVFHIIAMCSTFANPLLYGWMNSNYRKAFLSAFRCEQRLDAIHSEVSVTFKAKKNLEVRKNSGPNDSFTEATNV
# HCT116 bCat-KO: beta-catenin-lacking colon tumor cell growth suppression; HCT116 beta-catenin knockout viability, CellTiter-Glo, 60 h; active compounds read low; viability, % at 10 µM; 140,000 compounds, 1.5% hits; AID 818;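 active = viability at or under a set limit, the compound median less 4 SD, cut at about 6% in these data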;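 note: 0% = Hyamine 1622 control at 20 µM and 100% = untreated cell control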
# E-sel TNF inh: TNF alpha driven E-selectin expression inhibition; inhibition, % at 2 µM; 120,000 compounds, 0.71% hits; HUVEC TNFa-induced E-selectin immunofluorescence, high content;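 active = inhibition above the batch mean plus 3 SD, and confirmed as a hit on visual image review, cut at about 43% in these data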;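 note: 0% = TNF-stimulated DMSO wells and 100% = unstimulated control wells; not every result past the cut was called active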
# Yeast life ext: extends the lifespan of yeast; inhibition of the nicotinamide effect, % at 10 µM; AID 775; 130,000 compounds, 0.68% hits; S. cerevisiae growth with nicotinamide, OD615; deaD strain in restrictive glucose medium;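 active = inhibition above a set limit, placed 3 SD over the median of all compounds, cut at about 26% in these data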;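 note: 0% = nicotinamide-treated wells and 100% = cells grown without nicotinamide; some compounds called inactive have numbers as strong as hits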
#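 Assay system: engineered S. cerevisiae DeaD replicative-lifespan strain, galactose-grown log-phase cells; medium: restrictive CSMM-D dextrose medium; also added: nicotinamide, 1.5 mM, co-present with compound; schedule: 48 h compound exposure at 30 °C, humidified; detection: absorbance at 615 nm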
# Phagocyt inh: inhibitors of macrophage phagocytosis; J774A.1 macrophage IgG-bead phagocytosis, imaging; inhibition, % at 5 µM; 110,000 compounds, 0.07% hits; AID 1029;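 active = inhibition above the mean of the plate negative controls plus 5 SD, cut at about 13% in these data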;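 note: phagocytic index as fraction of beads internalized from green versus red external bead signal; plate controls were DMSO negative control for no effect and cytochalasin-D positive control for full effect; some results beyond the cut were filed as inactive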
# PTEN del growth: PTEN-deleted cell growth suppression; HCT116 PTEN-null viability, CellTiter-Glo, 60 h; active compounds read low; viability, % at 10 µM; 140,000 compounds, 1.2% hits; AID 827;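 active = viability at or below a set limit, 4 SD under the median of all tested compounds, cut at about 3.7% in these data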;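 note: PTEN knockout HCT116 line with beta catenin targeted HCT116 as companion control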
# Measles CPE: protection of cells from measles virus. 140,000 compounds, 1.5% hits. AID 841. Measles virus-infected cells, CPE protection, absorbance. protection (pct of control), % at 4 µM; in the data active = protection mostly above about 24%, no sharp cut-off; inactive = mostly below about 26%; note: some compounds called inactive have numbers as strong as hits
# The depositor's hits bear a star; x = not tested or not shown.
SMILES,Yeast growth inh,MRP1 act,GALR2 antag,NPY-Y2 antag,HCT116 bCat-KO,E-sel TNF inh,Yeast life ext,Phagocyt inh,PTEN del growth,Measles CPE
Cc1ccc(S(=O)(=O)NCCCNC(=O)N2CCOCC2)cc1,-42.0,-0.8,6.5,1.4,98.3,-19.3,-6.3,-0.8,102.8,12.4
CCOc1ncccc1C(=O)OCC(=O)c1cc(C)n(Cc2ccco2)c1C,-21.6,-0.9,5.0,7.7,67.5,15.0,-12.7,-0.3,57.1,9.3
N#Cc1c(-c2ccc3c(c2)OCO3)ccn2nc(-c3cccc(C(F)(F)F)c3)nc12,-45.4,-3.4,-5.1,0.3,42.7,10.7,-15.6,x,58.0,2.2
O=C(COC(=O)Cn1cnc2ccccc21)Nc1cccc2c1C(=O)c1ccccc1C2=O,0.0,-3.1,-9.2,4.4,67.6,12.5,-2.7,-3.9,70.0,9.6
CCc1nnc(NC(=O)CSc2ncnc3c2oc2ccccc23)s1,2.6,-1.6,-0.8,2.4,91.0,2.6,-4.5,-0.2,94.2,8.2
COc1cc(S(=O)(=O)NC(C)C)ccc1Cl,-12.9,-0.7,-4.4,4.2,96.1,29.3,-4.3,-1.4,103.9,32.7*
COc1ccc(CNC(=O)c2ccc(NC(=O)CC3SC(N4CCCCC4)=NC3=O)cc2)cc1 (stereo not given),-5.2,-5.1,2.5,-1.9,91.5,77.4*,-1.2,-2.1,96.3,7.6
Cc1ccnc(NC(=O)C2CCC(CNc3c(N4CCCC4)c(=O)c3=O)CC2)c1 (stereo not given),-9.6,-2.8,2.4,1.2,68.8,x,-1.6,0.3,59.8,0.0
CCOc1ccc2nc(NC(=O)CSc3nc4cccnc4n3C)sc2c1,-48.6,0.1,-4.0,3.4,80.8,-12.0,-14.8,x,74.0,5.0
CCN(CC)S(=O)(=O)c1cccc(C(=O)N/N=C/c2cccc(O)c2O)c1,-38.0,-2.6,12.3,4.7,8.4,7.6,3.8,2.2,7.3,16.1
CCN(CC)C(=O)C1CCCN(C(=O)Nc2ccc(NC(=O)N3CCCC(C(=O)N(CC)CC)C3)cc2)C1 (stereo not given),-23.7,-0.8,-5.2,-1.2,93.8,-7.8,-5.2,-0.2,109.5,23.6
CCCCOC(=O)C[N+](C)(C)CCOC1CC2CCC1(C)C2(C)C (stereo not given),15.2,0.7,-2.0,4.7,80.1,x,0.3,6.3,82.0,12.6
CCCCN(c1ccccc1)c1ncnc2nc[nH]c12,-14.8,-1.8,3.9,0.6,74.5,1.7,-11.0,0.8,68.2,11.4
CC1C(c2ccccc2)N(C)C(c2ccccc2)CC1(O)c1ccccc1 (stereo not given),-6.0,-1.1,3.9,1.6,57.8,x,-13.4,-1.6,38.3,10.9
O=C(Nc1ccc2c(c1)OCCO2)c1ccc(Br)o1,-25.0,-0.3,15.5,2.4,90.2,-14.8,-15.4,x,83.3,10.1
O=C(Nc1ccc(NC(=S)NC(=O)c2cccs2)cc1)c1ccccc1,-8.0,-2.2,24.2,1.4,100.6,x,0.9,-12.7,98.1,24.1
CC1(C)CC(=O)c2cnc(NC(=O)C3CCCC3)nc2C1,-24.5,-2.3,-7.0,-0.4,84.8,42.0,-31.1,-0.4,83.9,4.5
Cc1csc(CCc2nc(C)cs2)n1,-10.8,0.6,-2.6,-1.9,57.7,2.5,-8.0,-0.5,58.4,4.1
COCCNC(=O)CCn1c(=O)oc2ccccc21,-33.9,-2.8,-1.4,-0.3,91.8,x,15.6,x,92.1,5.0
Cc1ccc(-c2nn3c(=O)c(C)nnc3s2)cc1,-11.5,1.1,5.8,-2.9,90.7,-6.7,-6.6,-0.9,96.8,2.7
Cc1cccc(OCCNc2cc(N3CCOCC3)ccc2[N+](=O)[O-])c1,-38.4,-1.5,-4.7,3.1,79.8,-26.0,-5.5,-1.3,76.0,7.6
Cn1c(SCC(=O)Nc2cccc(F)c2)nnc1-c1cccnc1,-13.6,0.1,1.7,-1.6,101.5,17.1,-5.5,0.1,118.2,4.6
NCc1ccccc1COc1ccccc1,-42.4,0.1,11.1,13.2,82.0,x,6.2,-0.5,93.5,9.4
O=C(CN1CCN(Cc2ccccc2Cl)CC1)N/N=C/C=C\c1ccccc1[N+](=O)[O-],-33.1,-2.7,1.6,-2.6,67.6,x,-0.5,-4.3,68.0,8.0
O=C(Nc1nc(=O)n(C(=O)C2CC2)s1)c1ccccc1,-22.8,6.8*,11.3,0.8,90.9,3.1,-14.5,-0.3,100.9,11.2
O=C(c1ccc2c(=O)n(-c3ccccc3)c(=O)[nH]c2c1)N1CCCCC1,-38.7,-0.4,8.2,-1.0,88.0,3.5,-0.6,-2.6,83.7,13.8
COc1ccccc1N1CCN(CC(=O)Nc2sccc2C#N)CC1,-18.9,-2.0,-4.5,5.1,87.8,x,-4.2,-7.7,85.8,11.5
COc1ccc(S(=O)(=O)NCC(=O)N(CC(=O)NCC2CCCO2)c2cc(C)ccc2C)cc1 (stereo not given),-48.2,-1.3,-11.3,0.2,103.9,-3.4,-4.8,-1.4,120.1,3.4
COc1cccc(CNCCSc2nnnn2C)c1,-58.8,-0.7,1.5,0.7,110.3,-23.3,-3.3,3.7,97.2,x
COc1ccc(N2CC(C)Cn3c2nc2c3c(=O)n(Cc3ccc(F)cc3)c(=O)n2C)c(OC)c1 (stereo not given),-11.7,-1.1,-3.2,9.5,43.6,4.2,-12.0,-0.2,47.6,17.2
COc1ccccc1/C=C(/C(=O)OCC(=O)Nc1cc(C)ccc1C)c1ccccc1,-5.8,0.1,-8.1,9.7,75.7,x,-7.7,-9.4,78.3,38.0
CC(=O)Nc1ccc(NC(=O)c2ccco2)cc1,-3.9,1.4,-2.0,0.3,79.9,x,-15.4,-1.6,89.3,1.5
Cc1ccc(C2/C(=C(/O)c3ccc(Br)cc3)C(=O)C(=O)N2Cc2ccco2)o1 (stereo not given),5.2,-2.9,2.6,2.7,79.7,9.5,-5.5,x,91.3,7.2
Cc1cc(C(=O)OCC(=O)N2CCN(c3ccccc3)CC2)c2ccccc2n1,-14.0,-0.3,-7.0,2.5,95.7,-1.5,5.3,0.4,97.5,11.5
N#C/C(=C\c1ccc(-c2ccccc2)cc1)c1nc(-c2ccco2)cs1,-50.0,-3.9,-5.4,3.4,73.5,x,2.4,x,46.6,10.4
CC(=O)Nc1ccc(S(=O)(=O)N2CCN(c3cccc(C)c3C)CC2)cc1,-21.0,-3.9,0.3,-1.0,27.0,-16.9,2.5,-0.2,35.3,10.6
CCC(=Nc1ccc(N)cc1)C1=C(O)C(C(=O)OC)C(C)(C)CC1=O (stereo not given),-7.9,0.2,-10.8,4.9,98.5,7.6,30.2*,-0.9,91.5,6.4
Cc1cccc2sc(NC(=O)CNS(=O)(=O)c3ccc(Br)s3)nc12,-60.7,-4.4,6.6,8.1,94.6,-5.2,-17.3,x,78.3,7.7
COc1ccccc1-c1nc2cc3ccccc3cc2nc1-c1ccccc1OC,-37.3,-1.6,4.7,6.0,82.2,8.7,-1.4,-10.9,83.0,6.5
COc1ccc(N(CCC#N)S(=O)(=O)c2cccc3nsnc23)cc1,-29.2,-2.9,8.6,1.7,92.9,5.3,2.1,-2.2,87.8,6.4
O=C(COC(=O)C1(c2ccc(F)cc2)CCCC1)NCc1ccc2c(c1)OCO2,-31.2,-3.3,9.4,4.2,72.6,16.6,-0.3,-4.6,64.6,1.8
O=C(OCCN1CCOCC1)c1ccc2c(c1)OCCO2,-36.0,-0.9,-24.4,3.0,100.6,-1.2,7.0,-0.4,100.8,8.0
CCN1C(=O)/C(=C2\SC(=S)N(c3c(C)n(C)n(-c4ccccc4)c3=O)C2=O)c2ccccc21,-39.6,-0.8,8.2,4.5,105.9,21.8,-7.6,-0.2,101.8,12.8
CCOC(=O)C1C(=O)NC(N2CCc3ccccc32)=NC1c1ccccc1 (stereo not given),-46.2,-3.8,0.0,2.1,77.5,-11.3,-19.0,0.6,90.8,4.2
Cc1ccc(C(C)C)cc1OCCCCN1CCCC1,-33.0,-3.1,-4.8,4.0,84.6,x,1.1,12.1,83.7,10.7

# Some values from the results shown:
# E-sel TNF inh with `CCC(=Nc1ccc(N)cc1)C1=C(O)C(C(=O)OC)C(C)(C)CC1=O` (stereo not given) → 7.6
# E-sel TNF inh with `O=C(OCCN1CCOCC1)c1ccc2c(c1)OCCO2` → -1.2
# MRP1 act with `Cc1cc(C(=O)OCC(=O)N2CCN(c3ccccc3)CC2)c2ccccc2n1` → -0.3

# Reprinted at random: 2 entries already listed
SMILES,Yeast growth inh,MRP1 act,GALR2 antag,NPY-Y2 antag,HCT116 bCat-KO,E-sel TNF inh,Yeast life ext,Phagocyt inh,PTEN del growth,Measles CPE
CCC(=Nc1ccc(N)cc1)C1=C(O)C(C(=O)OC)C(C)(C)CC1=O (stereo not given),-7.9,0.2,-10.8,4.9,98.5,7.6,30.2*,-0.9,91.5,6.4
COc1ccc(CNC(=O)c2ccc(NC(=O)CC3SC(N4CCCCC4)=NC3=O)cc2)cc1 (stereo not given),-5.2,-5.1,2.5,-1.9,91.5,77.4*,-1.2,-2.1,96.3,7.6

# Further records
SMILES,Yeast growth inh,MRP1 act,GALR2 antag,NPY-Y2 antag,HCT116 bCat-KO,E-sel TNF inh,Yeast life ext,Phagocyt inh,PTEN del growth,Measles CPE
CCCCn1nnc(NC(=O)COc2ccc(Cl)c(C)c2)n1,-6.0,-2.1,-0.1,5.9,100.1,9.7,-7.5,0.2,88.5,2.8
Nc1cc(=O)[nH]c(SCC(=O)N2CCCc3ccccc32)n1,1.2,-0.9,7.9,1.8,95.0,-3.3,x,x,104.4,9.0
CC1(C)CC(=O)C(C=NCc2ccc3c(c2)OCO3)=C(O)C1,-1.1,-1.9,1.9,3.2,96.0,-13.3,-1.0,-5.5,95.5,9.7
COCCCNC(=O)c1cn(Cc2c(F)cccc2Cl)nn1,-53.8,-1.0,-4.4,1.3,100.9,10.4,-6.8,0.0,106.7,x
Cc1cc(NC(=O)/C(C#N)=C/c2ccc(-c3ccc(SC(F)F)cc3)o2)n(-c2ccccc2)n1,-52.9,-1.3,2.6,4.0,67.3,2.9,2.4,-5.4,71.3,3.8
O=C(NCCO)/C(=C\c1ccc2c(c1)OCO2)NC(=O)c1ccc(Br)cc1,-69.8,-0.8,8.8,2.9,91.6,x,5.5,0.9,94.2,7.2
CCn1c(SCC(=O)Nc2nnc(C)s2)nc2c(c1=O)SC(C)C2 (stereo not given),-28.9,0.5,1.4,4.1,92.7,-37.6,-5.5,-1.8,98.1,6.5
COC(=O)c1ccc(C(=O)OC)c(NC(=O)CN(C)Cc2ccccc2)c1,-39.9,-1.7,-9.9,5.4,92.0,0.6,2.0,-1.8,86.8,8.1
CCOc1ccc(S(=O)(=O)n2ccc(C)n2)c2ccccc12,-10.0,-1.1,2.4,2.5,99.3,x,-11.8,-0.3,95.8,27.9
N#CC(/C(=N/S(=O)(=O)c1cccs1)c1ccccc1)c1nc2ccccc2[nH]1 (stereo not given),-43.6,-1.7,-2.1,2.2,90.5,-14.3,-7.0,-0.1,103.3,36.2

# The order is random. About 6.3% of those tested had a hit in this group.
